# Bioassay records: PubChem, several laboratories
# RPL19A TOR yeast – yeast TOR pathway RPL19A-GFP modulation. S. cerevisiae RPL19A-GFP strain, flow cytometry, 3 h; stronger effect = lower value. percent response vs DMSO, % at 10 µM. AID 2025. 0.3% of 330,000 active;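 active = percent response vs DMSO below 50%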;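 note: median channel GFP fluorescence of the barcoded RPL19A-GFP strain; ratio of sample median GFP to plate DMSO average so 100% = DMSO; lower means less RPL19A-GFP as with rapamycin TOR inhibition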
# MEP2 TOR yeast – alters MEP2-GFP fluorescence in TOR pathway yeast screen | S. cerevisiae MEP2-GFP strain, flow cytometry GFP, 3 h; 100% = DMSO control level | GFP response vs DMSO, % at 10 µM | 0.51% of 330,000 active | AID 2016;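 active = GFP response versus DMSO above a set limit, roughly screen mean plus 3 SD, cut at about 180% in these data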;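 note: median GFP fluorescence of the barcode-gated MEP2-GFP cells per well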
# EBNA-1 inhibitor – blocks EBNA-1 binding to DNA; EBNA-1 DNA binding, fluorescence polarization; inhibition, % at 14.8 µM; 0.34% of 300,000 active; AID 1950; in the data active = inhibition above about 28%
# ZTA counter – counter-screen for EBNA-1 inhibitors: inhibitors of Epstein-Barr virus ZTA | inhibition, % at 11 µM | P03206 | ZTA-DNA binding, fluorescence polarization | 0.15% of 320,000 active | AID 2234; in the data active = inhibition above about 33%
# LAP4 TOR yeast – yeast TOR pathway LAP4-GFP modulation | S. cerevisiae LAP4-GFP multiplex, flow cytometry GFP, 3 h; median GFP as percent of DMSO wells | GFP response vs DMSO, % at 10 µM | 0.34% of 320,000 active;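 active = GFP response vs DMSO above a set limit, about the screen mean plus 3 SD, cut at about 150% in these data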
# proCasp7 act – activates human procaspase-7, counter-screen for procaspase-3 activators. 0.093% of 330,000 active. recombinant procaspase-7, Ac-DEVD-pNA absorbance 405 nm; D23A/D198A/D206A triple mutant, cannot self-cleave; scale: DMSO 0, 5 µM enzyme 100. P55210. activation, % at 8.5 µM;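 active = percent activation above the screen-wide mean plus 3 SD, cut at about 25% in these data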
#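 Test system: Procaspase-7 triple mutant (PC-7 D3A). Also added: Ac-DEVD-pNA substrate, 400 µM as added. Schedule: 1 h enzyme–compound preincubation and 2 h substrate reaction, both 25 °C. Signal: p-Nitroaniline absorbance at 405 nm, read at 0 and 120 min. Control set: low DMSO alone, high DMSO plus 5 µM PC-7.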
# AHR activator – activates the human aryl hydrocarbon receptor; P35869; AID 2796; activation, % at 5 µM; AHR-responsive luciferase reporter cells, luminescence; 2.5% of 320,000 active; in the data active = activation above about 47%;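 note: 0% = vehicle wells and 100% = reference agonist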
# proCasp3 act – activates human procaspase-3; P42574; recombinant procaspase-3 D3A, Ac-DEVD-pNA absorbance 405 nm; activation, % at 8.5 µM; 0.11% of 330,000 active; AID 463141;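 active = activation above the mean of all tested compounds plus 3 SD, cut at about 21% in these data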;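 note: 0% = DMSO alone and 100% = DMSO wells spiked with extra 5 µM PC-3 D3A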
#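 Test system: Procaspase-3 D3A mutant, all three cleavage aspartates alanine | Dosing: Single dose, 8.5 µM nominal compound, 0.8% DMSO | Schedule: 1 h preincubation, 2 h reaction | Technique: 405 nm absorbance of p-nitroaniline, reads at 0 and 120 min | Repeats: One well per compound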
# * hit, by the source's call; nt = no result given; [ ] = dose if it differs, or a comment.
SMILES,RPL19A TOR yeast,MEP2 TOR yeast,EBNA-1 inhibitor,ZTA counter,LAP4 TOR yeast,proCasp7 act,AHR activator,proCasp3 act
O=C(NC(=S)Nc1ccccc1)c1cncc(C#Cc2ccccc2)c1,100,100,4,-3,110,-6,3,-1
O=C(Nc1nnc(-c2ccco2)s1)C1CCN(S(=O)(=O)c2ccc(Cl)cc2)CC1,104,107,6,4,104,5,0,-3
Cc1ccsc1C(=O)N1CCN(S(=O)(=O)c2cccs2)CC1,92,99,1,-3,97,-3,-2,-1
Cc1ccc(C(=O)Nc2oc(-c3ccccc3)cc2C#N)cc1,106,112,11,9,112,0,56*,-1
COc1cc(C(=O)Nc2nc3ccccc3[nH]2)cc(OC)c1OC,99,102,1,7,103,6,7,-8
CC1Cc2nc(SCC(=O)NCc3ccco3)n(Cc3ccccc3)c(=O)c2S1 (stereo unspecified),101,100,0,5,115,2,1,0
O=S(=O)(NC1CCCC1)c1ccc(S(=O)(=O)NC2CCCC2)cc1,98,102,7,-15,95,-8,2,-4
COCCCNC(=S)Nc1ccc(S(=O)(=O)Nc2cc(OC)nc(OC)n2)cc1,105,96,10,5,80,7,0,-3
COc1ccc2c(Cl)c(C(=O)NCC3CCCO3)sc2c1Cl (stereo unspecified),103,107,9,19,108,-1,-11,4
CC(=O)N(/C=C1\SC(=S)N(c2ccccc2)C1=O)c1ccccc1,98,93,1,-1,115,-4,1,-9
CCNc1nc(NC(C)C)nc(Oc2ccc(OCc3ccccc3)nn2)n1,102,104,2,12,104,6,-1,4
Cc1ccc(CNC(=O)C2=CCN(S(=O)(=O)c3ccc(C)cc3)CC2)cc1,103,107,5,-5,102,-1,0,3
CC(C)c1nnc(NC(=O)c2c(O)c3cccc4c3n(c2=O)CCC4)s1,76,86,3,-10,83,2,8,5
O=[N+]([O-])c1ccc(N2CCN(C(=S)c3cccc([N+](=O)[O-])c3)CC2)cc1,98,99,1,5,95,-16,-3,-109
Cc1cc(C)c(C)c(S(=O)(=O)Nc2ccc(OCC(=O)O)cc2)c1C,98,106,-6,-5,104,9,-1,3
BrC(/C=C\c1ccccc1)=N/Nc1nc(N2CCOCC2)nc(N2CCOCC2)n1,100,96,1,-9,97,-6,1,3
O=C(CNS(=O)(=O)c1cccc2nsnc12)NCCc1ccccc1,95,102,-1,8,91,13,4,-4
CCN(CC)CC(=O)NCc1cc(-c2ccc(OC)cc2)no1,109,101,-7,-8,98,12,2,2
COc1cc(/C=N/NC(=O)c2sc3ccccc3c2Cl)ccc1OC(=O)c1ccc([N+](=O)[O-])cc1,93,108,7,-21,92,8,2,12
COc1cc(/C=C2\SC(=O)NC2=O)ccc1Oc1cnccn1,105,100,-2,-14,94,8,7,18
CC1CCCCN1C(=O)CSc1nc2c(c(=O)n(C)c(=O)n2C)n1C (stereo unspecified),98,108,2,13,99,4,6,5
CCc1ccc(S(=O)(=O)n2c(C)nc3ccccc32)cc1,107,102,-2,-5,80,6,0,-2
COc1cccc(NC(=O)N2CCC(NC(=O)c3ccco3)CC2)c1,91,97,5,-4,90,-5,-1,5
CC/C(=C\C(=O)c1ccncc1)Nc1ccc(O)cc1,103,104,0,-7,101,-21,14,-23
Cc1cccc(C(=O)NCC(=O)OCC(=O)c2ccc(C)s2)c1,108,110,nt,nt,123,6,0,9
Cc1cccc(C(=O)n2cnnc2N)c1,100,104,2,-2,114,-7,-4,-2
CN=C(Nc1cccnc1)c1ccccc1,107,108,-12,-12,84,1,2,8
Cc1ccc(NC(=O)C2(c3ccccc3)CCOCC2)c([N+](=O)[O-])c1,98,102,2,-9,89,-2,0,7
CCc1ccc(OCC(=O)Nc2ccc(N3CCN(S(C)(=O)=O)CC3)cc2)cc1,102,105,-8,-20,106,10,0,-2
O=C(NN=C1CCCC1)c1ccccc1[N+](=O)[O-],107,102,-9,-1,86,18,1,-1
CC(=O)Nc1ccc(S(=O)(=O)Nc2nnc(CC(C)(C)C)s2)cc1,101,97,5,11,103,-9,0,-9
O=C(NCc1cc(F)cc(C(F)(F)F)c1)C1CCC(=O)N(C2CCCC2)C1 (stereo unspecified),99,98,6,-4,95,2,1,2
COc1ccc2c(c1)c(/C=N/Nc1ccc(C(=O)O)cc1)c(C)n2C,94,93,-12,-26,105,-4,0,-3
Cc1ccc(C)c(C2=NNC(=O)CC2)c1,95,98,-11,4,118,-2,-1,-4
Cc1ccc(S(=O)(=O)CCC(=O)OCC(=O)N2c3ccccc3CC2C)cc1 (stereo unspecified),97,102,-13,3,104,6,0,5
Cc1ccc(S(=O)(=O)N2CCCC2c2nc3ccccc3s2)cc1 (stereo unspecified),99,97,-7,8,105,-12,3,10

# The final seven entries of the section above lead into the next:
SMILES,RPL19A TOR yeast,MEP2 TOR yeast,EBNA-1 inhibitor,ZTA counter,LAP4 TOR yeast,proCasp7 act,AHR activator,proCasp3 act
O=C(NN=C1CCCC1)c1ccccc1[N+](=O)[O-],107,102,-9,-1,86,18,1,-1
CC(=O)Nc1ccc(S(=O)(=O)Nc2nnc(CC(C)(C)C)s2)cc1,101,97,5,11,103,-9,0,-9
O=C(NCc1cc(F)cc(C(F)(F)F)c1)C1CCC(=O)N(C2CCCC2)C1 (stereo unspecified),99,98,6,-4,95,2,1,2
COc1ccc2c(c1)c(/C=N/Nc1ccc(C(=O)O)cc1)c(C)n2C,94,93,-12,-26,105,-4,0,-3
Cc1ccc(C)c(C2=NNC(=O)CC2)c1,95,98,-11,4,118,-2,-1,-4
Cc1ccc(S(=O)(=O)CCC(=O)OCC(=O)N2c3ccccc3CC2C)cc1 (stereo unspecified),97,102,-13,3,104,6,0,5
Cc1ccc(S(=O)(=O)N2CCCC2c2nc3ccccc3s2)cc1 (stereo unspecified),99,97,-7,8,105,-12,3,10
CCOC(=O)c1sc2nc(COC(=O)c3c(F)cccc3F)[nH]c(=O)c2c1C,98,93,1,10,119,8,0,8
Cc1cc2cc3c(cc2nc1SCC(=O)N1c2ccccc2CC1C)OCO3 (stereo unspecified),94,97,10,8,88,-3,35,0
C#CCSc1nnc(-c2sc(-c3ccccc3)nc2C)n1C,99,102,-6,2,90,-4,9,6
O=C(NCc1cccnc1)c1cn(-c2ccccc2)nc1-c1ccccc1,95,108,11,7,120,12,8,5
O=C(c1cc(Cl)nc2ccccc12)N1CCN(Cc2ccc3c(c2)OCO3)CC1,107,103,nt,-1,106,2,26,10
CCCCc1c(O)nc(SCC(=O)N2CCOCC2)n(-c2ccccc2OC)c1=O,105,99,-7,-3,88,-2,4,5
O=C(O)c1cc(N/N=C/c2ccncc2)ccc1Cl,97,94,1,-5,96,-9,10,-4
Cc1cc(=O)oc2ccc(OC(=O)CN3C(=O)c4cccc([N+](=O)[O-])c4C3=O)cc12,102,94,-4,-23,95,-5,19,7
Cc1noc(C)c1NC(=O)Nc1ccc2c(c1)C(=O)N([C@H](C)CO)C[C@H](C)[C@@H](CN(C)C(=O)Nc1ccccc1)O2,101,106,nt,nt,106,15,0,15
COc1ccc(C2Nc3ccccc3C(=O)N2Cc2ccccc2)cc1OC (stereo unspecified),91,98,-3,-9,95,2,-4,-3
COc1ccc(Nc2ncnc3c2cnn3-c2ccccc2)cc1OC,99,102,-8,3,108,3,-11,1
O=C(CSc1ncn(-c2ccccc2)n1)Nc1ccc2c(c1)OCO2,97,96,3,14,94,2,40,-3
CCN(CC)c1ccc(C(=O)OCC(=O)Nc2ncccn2)cc1,103,108,nt,nt,90,-1,-1,2
C=CCn1c(SCC(=O)N2CCc3ccccc3C2)nc2ccccc2c1=O,106,115,-3,8,126,16,3,5
Cc1cc(C)cc(NC(=O)CSc2nnnn2-c2cccnc2)c1,100,106,6,-1,101,8,19,-4
CCNc1ccc(Br)cc(C(=O)/C=C/c2ccccc2Cl)c1=O,102,103,2,6,109,-6,12,0
Cc1ccc(OCC(=O)N/N=C/c2cccc3cccnc23)cc1,93,100,-5,1,99,1,5,4
O=C(NCCS(=O)(=O)N1CCN(c2ccccc2)CC1)C1CCCC1,108,97,-6,-14,111,-7,3,8
O=C(Nc1cccc(S(=O)(=O)Nc2ccc(Cl)cc2)c1)c1ccccn1,102,105,nt,3,112,4,1,6
CC(C)CNC(=O)CC(=O)N/N=C/c1ccc(F)cc1,108,103,12,6,96,5,-1,-4
CCOC(=O)C1=C(O)C(=O)N(c2ccc(S(N)(=O)=O)cc2)C1c1ccc(Cl)cc1 (stereo unspecified),100,107,-1,-7,99,-1,1,3
O=c1c2ccccc2n(Cc2ccccc2F)c(=O)n1Cc1ccccc1F,100,101,12,19,91,1,-5,1
C/C=C(\C)C(=O)NCCN1C2=NC[C@H](C)N2C[C@@H]1Cc1ccc(OC)cc1,nt,nt,-10,0,nt,7,3,12
CCN(C(=O)COC(=O)c1cc([N+](=O)[O-])ccc1N1CCCCC1)C1CCS(=O)(=O)C1 (stereo unspecified),101,110,-15,-4,92,-7,3,-4
Cn1c(N)c(C(=O)COC(=O)c2ccccc2NCc2ccco2)c(=O)n(C)c1=O,101,99,-2,15,99,-4,6,1
CCN(CC)C(=O)c1cc(-c2ccc3c(c2)OCO3)on1,99,96,-10,-5,102,8,73*,-2
CC1CN(C(=O)COC(=O)c2ccccc2O)CC(C)O1 (stereo unspecified),105,102,-2,-7,111,4,-2,11
Cc1cc(Nc2ccccc2Cl)c2ccccc2n1,92,87,7,-4,103,-12,2,-2
COCCc1ncc(CN2CCCC(C(=O)Nc3cccc(-c4cccc(C)c4)c3)C2)cn1 (stereo unspecified),101,105,-5,-5,115,-1,8,-4
N#Cc1nc(-c2ccc(OCc3ccccc3Cl)cc2)oc1NCCCn1ccnc1,98,107,-10,-3,127,2,7,-7
Cc1ccc(-c2nc3cc(C)ccc3o2)cc1,101,103,-2,7,99,4,12,8
NC(=O)c1cccn1Cc1ccccc1Cl,98,104,-3,-5,108,-7,3,-3
COC(=O)CSc1nc2nc(C)cc(C)n2n1,101,101,5,4,104,16,-2,-4
CCOc1ccc(NS(=O)(=O)c2ccc(NC(C)=O)c(OC)c2)cc1,90,90,3,10,78,-8,1,-10
CCOC(=O)CNS(=O)(=O)c1c(C)noc1C,95,91,-2,12,91,-5,1,3
COc1ccc(C(CNc2ncnc3sc(C)c(C)c23)N(C)C)cc1 (stereo unspecified),84,86,3,-2,89,0,3,9
Cc1cccc(C)c1NC(=O)CN1N=NC2C(=O)N(c3cccc(Cl)c3)C(=O)C21 (stereo unspecified),106,107,-2,5,99,-3,-8,-1
COc1ccccc1NC(=O)CCCN1C(=O)C(c2ccccc2)Oc2cccnc21 (stereo unspecified),95,103,2,-10,88,-4,4,6
CCC(C(=O)N1CCc2ccccc2C1)n1nc(C)n2c(cc3occc32)c1=O (stereo unspecified),100,107,-3,-7,95,11,5,-4
COc1ccc(OCc2nnc(SCC(=O)N3CCCc4ccccc43)n2-c2ccc(C)cc2)cc1,66[may fluoresce violet],214*[may fluoresce violet],0,14,96[may fluoresce violet],6,0,4

# Structures listed above shown as hits in MEP2 TOR yeast:
Compound | RPL19A TOR yeast | MEP2 TOR yeast | EBNA-1 inhibitor | LAP4 TOR yeast | AHR activator | proCasp3 act
COc1ccc(OCc2nnc(SCC(=O)N3CCCc4ccccc43)n2-c2ccc(C)cc2)cc1 | 66[may fluoresce violet] | 214*[may fluoresce violet] | 0 | 96[may fluoresce violet] | 0 | 4
